Screens deposited in PubChem BioAssay by National Center for Advancing Translational Sciences (NCATS).
RECQ1 helicase: RECQ1 (human) helicase inhibition | P46063 | RECQ1 DNA unwinding, red fluorescence kinetic read | Potency, µM (highest dose often 57.3 µM), for the others: at the top dose activity, negative = inhibition, hits mostly inhibitors | 240,000 compounds, 0.54% hits | AID 2549;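 further: plate controls were vehicle for no effect and no enzyme for full effect; nearly all actives have a fitted effect of over 30% in size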
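RECQ1T1 50 nM; forked duplex (20 bp + 30-nt ss tails) 200 nM, ATP 2 mM final; pH 8.0, 2 mM MgCl2, 2.5 ug/ml poly(dI-dC); 15 min compound preincubation; discontinuous kinetic read over 2 h at RT.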
GAA inhib: alpha-glucosidase (human) inhibition. P10253. purified human GAA, 4-MU-alpha-glucoside fluorescence. Potency, µM (series often up to 76.9 µM), for inactives: at the top dose activity change, negative = inhibition, actives largely listed as inhibitors. 200,000 compounds, 0.005% hits. AID 1466;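 further: plate controls were uninhibited enzyme wells for no effect and no-enzyme background for full effect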
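Fluorogenic assay: 4 nM human alpha-glucosidase with 400 uM 4-methylumbelliferyl-alpha-D-pyranoside in 50 mM citrate/phosphate, 0.005% Tween-20, pH 5.0, 20 min at room temperature. Compounds tested up to 77 uM; AC50 from Hill fits.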
GoLoco inh red: RGS12 GoLoco-Gai1 interaction inhibition | Gai1:RGS12 GoLoco peptide FP, rhodamine, 10 min | Potency, µM (doses to about 61.6 µM), for inactives: at the top dose activity, negative = inhibition, most hits filed as inhibitors | 230,000 compounds, 0.44% hits; active means well fitted inhibition curve with a large enough effect, not every such curve was filed as active; inactive means no such curve, though single readings can be large or run the other way; further: nearly all actives have a fitted effect of over 30% in size; many of its hits are not listed in these tables
L3MBTL1 inh: L3MBTL1 (human) inhibition. AlphaScreen L3MBTL1–H3K9me1 peptide binding. 230,000 compounds, 0.66% hits. Potency, µM (doses to about 57.1 µM), for inactives: top-dose activity, negative = inhibition, actives largely listed as inhibitors. Q9Y468; further: nearly all actives have a fitted effect of over 60% in size
Target sequence (Q9Y468 whole entry, looked up): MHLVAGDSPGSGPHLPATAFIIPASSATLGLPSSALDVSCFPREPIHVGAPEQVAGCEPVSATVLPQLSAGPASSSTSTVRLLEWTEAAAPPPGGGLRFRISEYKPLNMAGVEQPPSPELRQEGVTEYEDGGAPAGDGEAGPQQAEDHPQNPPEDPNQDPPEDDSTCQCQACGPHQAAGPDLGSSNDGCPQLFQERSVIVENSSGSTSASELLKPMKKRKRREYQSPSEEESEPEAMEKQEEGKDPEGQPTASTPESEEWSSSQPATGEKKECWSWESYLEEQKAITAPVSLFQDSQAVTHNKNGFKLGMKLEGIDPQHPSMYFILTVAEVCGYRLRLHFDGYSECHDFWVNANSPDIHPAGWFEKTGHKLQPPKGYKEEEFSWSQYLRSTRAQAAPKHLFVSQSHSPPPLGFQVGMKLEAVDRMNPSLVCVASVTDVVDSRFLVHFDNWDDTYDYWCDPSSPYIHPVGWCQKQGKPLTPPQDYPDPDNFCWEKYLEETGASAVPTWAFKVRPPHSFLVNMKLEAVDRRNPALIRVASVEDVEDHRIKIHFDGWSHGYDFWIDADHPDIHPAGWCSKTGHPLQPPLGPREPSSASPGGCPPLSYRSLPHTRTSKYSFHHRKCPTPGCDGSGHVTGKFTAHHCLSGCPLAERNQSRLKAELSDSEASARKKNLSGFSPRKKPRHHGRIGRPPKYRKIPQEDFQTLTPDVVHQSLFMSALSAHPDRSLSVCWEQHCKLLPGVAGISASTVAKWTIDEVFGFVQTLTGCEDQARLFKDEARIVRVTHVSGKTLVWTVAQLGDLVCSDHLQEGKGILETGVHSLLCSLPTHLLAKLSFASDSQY
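Read-out is AlphaScreen signal from streptavidin donor and nickel chelate acceptor beads (10 ug/mL final each) bridging L3MBTL1 (50 nM) and biotinylated K9-monomethylated H3(1-15) peptide (75 nM), after 30 min compound exposure at room temperature.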
TRb-SRC2 inh: inhibitors of human thyroid hormone receptor beta-SRC2 interaction; TRbeta-SRC2 peptide binding, fluorescence polarization; receptor liganded with 1 µM T3; Potency, µM (series often up to 106 µM), inactives show top-dose activity change, negative = inhibition, hits mostly inhibitors; 280,000 compounds, 0.065% hits; AID 1469; P10828;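 further: plate controls were bound peptide for no effect and peptide without receptor for full effect; nearly all actives have a fitted effect of over 50% in size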
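TRb LBD 0.6 uM + Texas Red SRC2 peptide 20 nM, 1 uM T3, Tris buffer w/ 5% DMSO; compound pinned, 5 h RT; FP read ex 555/em 632; normalized to unbound and bound controls.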
GAA glycogen mod: GAA glycogen-cleavage inhibition or activation. recombinant GAA, glycogen substrate, Amplex Red glucose oxidase fluorescence. Potency, µM (series often up to 76.4 µM), for inactives: at the top dose activity change, negative = inhibition, usual class: inhibitors. 300,000 compounds, 0.38% hits. AID 2100;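 further: 0% = full enzyme reaction and -100% = no-enzyme basal signal; the screen sought inhibitors and activators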
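Recombinant enzyme (4 nM final) with compounds titrated up to 77 uM and bovine liver glycogen (30 ug) in citrate pH 5.0, 0.01% Tween-20, 37 C 40 min. Released glucose detected by Amplex Red/glucose oxidase (Ex 573/Em 610); AC50 from Hill fits.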
GAA spleen mod: inhibits or activates alpha-glucosidase in human spleen homogenate; AID 2112; human spleen homogenate, 4-MU-alpha-glucoside fluorescence; 240,000 compounds, 0.006% hits; P10253; Potency, µM (doses to about 79.9 µM), for inactives: top-dose activity change, negative = inhibition, hits mostly inhibitors;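 further: 0% = enzyme with vehicle and -100% = no enzyme basal signal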
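Human spleen homogenate (1 ug) with 4-methylumbelliferyl-alpha-D-glucopyranoside (1 mM final) in 50 mM citrate/phosphate pH 5.0, 0.01% Tween-20; 40 min at 37 C. Stopped at pH 10; 4-MU fluorescence Ex 365/Em 440 nm; AC50 by Hill fit.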
TexasRed fluor: alters Texas Red total fluorescence, flagging assay interference | TRb/SRC2 Texas Red total fluorescence interference | Potency, µM (top dose mostly 106 µM), for inactives: at the top dose fluorescence change, negative = quenching | 280,000 compounds, 0.29% hits | AID 1479; active means well fitted curve in either direction with a large enough effect; inconclusive means small, poorly fitted or top-dose-only effect
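Human TRβ ligand-binding domain (0.6 uM) and Texas Red SRC2 peptide (20 nM) in Tris buffer with 1 uM T3 and 5% DMSO were incubated with pinned compound for 5 hr at ambient temperature. Total fluorescence was computed as S + 2P (555/632 nm).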
Active calls of the source: *; i = inactive; ? = inconclusive; . = not tested or not shown; & = joins results of further samples; [ ] = another dose, or the depositor's remark. Unless noted, the call rests on the fitted dose curve; in most records, active means well fitted curve in the direction sought with a large enough effect; inconclusive means small, poorly fitted or top-dose-only effect, or another doubt; inactive means no such curve, though single readings can be large; an effect the other way counts as inactive or inconclusive. Unless noted, on the % scale 0 is the no-effect control and ±100 the full control effect; potency means the concentration at half of the fitted maximal effect. Not all compounds are listed; the hit share may differ from the screen's.

SMILES	RECQ1 helicase	GAA inhib	GoLoco inh red	L3MBTL1 inh	TRb-SRC2 inh	GAA glycogen mod	GAA spleen mod	TexasRed fluor
Cc1cc(S(=O)(=O)NCc2ccco2)c(C)s1	i	8.6%	6.4%	1.2%	-4.7%	4.7%	-14.7%	0.2%
COc1ccccc1N(CC(O)Cn1nc(C)cc1C)S(=O)(=O)c1ccccc1 (stereo not drawn)	-9.4%	3.5%	4.4%	6.2%	-2.9%	5.0%	.	-1.7%
CCOC(=O)N1CCN(C(=O)CCCn2c(=S)[nH]c3ccccc3c2=O)CC1	i	-0.8%	9.3%	.	-13.5%	-1.8%	-2.6%	-1.7%
CCCC1=[N+](CC(C)=O)CCn2c(C)ccc21	-1.8%	-3.9%	-0.1%	.	4.1%	3.8%	0.0%	2.4%
Nc1nc(SCC(=O)N2CCc3ccccc3C2)[nH]c(=O)c1-c1ccccc1	5.3%	0.2%	-7.3%	-7.0%	-1.8%	2.4%	-3.6%	-1.5%
CCOC(=O)N1CCC(N2CC34C=CC(O3)C(C(=O)Nc3ccc(C(C)C)cc3)C4C2=O)CC1 (stereo not drawn)	-1.4%	0.0%[15.4 µM]	-0.3%	4.8%	2.8%	10.5%	-4.0%	1.9%
CCC1(C)OC(=O)N2CCc3c(C)[nH]c4c(C)ccc(c34)C21C (stereo not drawn)	i	2.5%	6.6%	-7.4%	3.3%	0.7%	1.3%	1.2%
COc1ccc(NS(=O)(=O)c2cccc(-c3nnc(-c4ccccc4)o3)c2)cc1	i	-7.9%	7.4%	-7.2%	-6.7%	-2.3%	-19.8%	0.5%
CS(=O)(=O)N(CC(=O)Nc1ccccc1C(=O)N1CCOCC1)c1ccccc1	i	-1.8%	-9.7%	7.0%	-6.0%	5.8%	5.2%	1.0%
CC(/C=C/c1ccc2c(c1)OCO2)=N\NC(=O)c1ccccc1	i	4.4%	-0.1%	.	3.6%	-2.5%	-6.0%	-1.7%
Cc1ccc(NC(=S)N(CCCN2CCCC2)Cc2cccn2Cc2ccc(Cl)cc2)cc1Cl	-0.6%	?	15.9%	.	-2.0%	-5.8%	0.3%	0.2%
O=c1[nH]c(-[n+]2ccccc2)c(/C=N/N=C(\[O-])c2ccccc2)s1	13.0%	.	5.7%	.	-4.7%	4.5%	0.3%	-1.2%
COc1cccc(/C=N\NC(=O)c2cc(OCC(F)(F)F)ccc2OCC(F)(F)F)c1	12.9%	-3.8%	-1.6%	-8.8%	1.3%	5.8%	8.2%	-2.3%
Cc1cc(C)cc(OCC(=O)O/N=C(\N)c2ccccc2Cl)c1	-9.6%	.	3.2%	.	-2.5%	-2.1%	3.0%	-2.4%
CCOc1ccc2[nH]c(=O)c(C(c3nnnn3Cc3ccco3)N3CCC(C)CC3)cc2c1 (stereo not drawn)	5.5%	-3.3%	48.7%[activator]	-9.0%	0.4%	-9.8%	-1.7%	0.6%
Cc1cccc(Cn2c(Sc3nc(C)cs3)nc3c2c(=O)[nH]c(=O)n3C)c1	i	-3.8%	-12.7%	-1.3%	3.0%	-1.1%	3.9%	0.9%
CC(NC(=O)Cn1cc(C(F)(F)F)ccc1=O)c1ccc(F)cc1 (stereo not drawn)	-8.4%	-5.6%	1.1%	.	-3.9%	5.0%	-1.8%	-0.5%
CCc1nnc(NC(=O)c2ccc(COc3ccc(C)cc3)o2)s1	-3.3%	2.4%	-2.5%	-1.0%	-3.3%	8.1%	0.8%	0.4%
COc1ccc(CNCCC(c2ccccc2)C2CCOC(C)(C)C2)cc1 (stereo not drawn)	1.7%	2.8%	8.6%	-4.9%	-2.3%	18.6%	-3.1%	-1.4%
CC1CCCN(CCOCCOc2ccc(Br)cc2Cl)C1 (stereo not drawn)	0.5%	2.3%	0.6%	5.6%	3.7%	2.6%	-3.3%	-5.1%
CCOc1ccc(CCNC(=O)CN(C)S(=O)(=O)c2ccc3c(c2)CCC(=O)N3)cc1OCC	-17.5%	-8.3%	7.8%	-7.8%	0.0%	-1.7%	-19.4%	-4.5%
c1ccc(-n2nnnc2SCc2cccc(CSc3nnnn3-c3ccccc3)n2)cc1	-3.7%	-4.2%	-1.6%	4.7%	-20.7%	-4.3%	-10.4%	-2.3%
CO[C@H]1COC(=O)C/C=C\[C@@H](C)COC(=O)[C@@H](CCSC)NC(=O)C/C=C\[C@@H]1C	14.1%&-4.4%[11.5 µM]	.	.	.	-1.5%&-3.4%[11.2 µM]	.	-3.7%&-3.3%[17.4 µM]	-0.4%&-0.3%[11.2 µM]
Cc1ccccc1N(CC(=O)NCCSc1ccccn1)S(=O)(=O)c1ccccc1	-15.6%	-6.8%	-29.5%	54.0%[activator]	-9.6%	-15.4%	-6.4%	1.0%
Cc1ccc2c(Cl)c(C(=O)Nc3cccnc3)sc2c1	i	3.6%	0.3%	25.6%	-2.1%	-6.0%	1.6%	0.0%
CCN(CC)C(=O)C1CCCN(c2ncnc3c2cnn3-c2cccc(C)c2)C1 (stereo not drawn)	-10.1%	-2.8%	3.0%	-5.4%	-17.2%	3.9%	6.1%	-0.7%
CCOc1cc(S(=O)(=O)NCCc2ccccc2C)c(OCC)cc1-n1cnnn1	-4.6%	-5.3%	4.5%	3.2%	2.8%	-2.7%	0.5%	-1.0%
COC(=O)C(C)N(C#N)c1nc(NC(C)C)nc(SC)n1 (stereo not drawn)	-8.6%	-8.8%	6.5%	.	-5.0%	5.2%	-4.6%	0.9%
C/C(CC(=O)Nc1ccccn1)=N\NC(=O)Cc1cccc2ccccc12	10.8%	-2.4%	-10.7%	-0.8%	-8.4%	-26.6%	-17.2%	-2.8%
Cc1cc(C)nc(Nc2n[nH]c(COc3ccc(Cl)cc3)n2)n1	-11.3%	-0.7%	-11.5%	7.9%	3.6%	-5.2%	4.6%	-0.3%

Copied from the list.
CC1CCCN(CCOCCOc2ccc(Br)cc2Cl)C1 (stereo not drawn) in GAA inhib: 2.3%
CC(NC(=O)Cn1cc(C(F)(F)F)ccc1=O)c1ccc(F)cc1 (stereo not drawn) in TexasRed fluor: -0.5%

Further compounds.
SMILES	RECQ1 helicase	GAA inhib	GoLoco inh red	L3MBTL1 inh	TRb-SRC2 inh	GAA glycogen mod	GAA spleen mod	TexasRed fluor
CCOC(=O)CN(Cc1sccc1C)C(=O)Nc1cccc(OC)c1	-1.7%	8.9%	-7.4%	12.8%	6.8%	4.6%	-6.8%	1.6%
Cc1ccc(OCC(O)CNS(=O)(=O)c2ccccc2C(=O)O)cc1 (stereo not drawn)	8.0%	-7.4%	9.4%	7.6%	-0.7%	-10.1%	11.1%	-5.8%
COc1ccc(/C=N/NC(=O)c2ccoc2C)cc1OC	-1.2%	?	9.0%	9.2%	-4.5%	-0.4%	6.2%	-0.3%
O=C(COc1ccccc1Cl)NNC(=O)C1CCCO1 (stereo not drawn)	-8.6%	-5.8%	5.4%	0.0%	0.7%	4.9%	8.8%	-4.5%
Cc1c(/C=C/C(=O)c2ccccc2)cnn1C	-8.5%	-3.9%	2.7%	-2.3%	-1.2%	11.9%	-8.3%	-1.1%
COc1cccc(/C=C2\N=C(c3c(-c4ccccc4)noc3C)OC2=O)c1	-2.0%	8.0%	4.5%	5.0%	2.4%	2.1%	1.5%	-2.2%
Cc1ccc(NC(=O)CN(C)c2ccc(S(=O)(=O)N3CCCC3)cn2)cc1	-3.6%	?	-14.4%	-15.1%	5.8%	10.6%	0.4%	0.2%
COc1ccc2[nH]cc(CCn3ccc(=O)c(C)c3C)c2c1	-2.8%	-4.1%	2.7%	-1.1%	-4.7%	3.0%	-5.3%	-3.8%
CCOC(=O)c1nnn(-c2nonc2N)c1CNc1ccccc1	1.7%	-3.6%	1.7%	?	-2.2%	-4.5%	-11.1%	-4.1%
O=C(Cc1ccccc1)NCCc1ccc(Cl)cc1Cl	-3.3%	-2.3%	-30.9%	12.1%	-1.1%[53 µM]	-5.5%	6.5%	-0.9%[53 µM]
Cc1ccc(Cl)cc1NC(=O)C1CC(=O)Nc2ncnn21 (stereo not drawn)	-17.9%	.	4.3%	.	2.7%	0.7%	-1.0%	-1.5%
CC1(C)C(C#N)=C(N)OC2=C1C(=O)CCC2	-8.2%	-5.4%	1.4%	5.8%	2.3%	-1.9%	-3.4%	-0.7%
C#CCOCCOCCOCCNc1nc(N2CCN(C(=O)[C@H](Cc3cc4ccccc4[nH]3)n3cc([C@@H](N)C(C)CC)nn3)CC2)nc(N2CCN(C(=O)[C@H](CCCCN)n3cc([C@@H](N)CC(C)C)nn3)CC2)n1 (stereo partly drawn)	3.8%	.	-6.5%	-11.6%	-13.3%	-12.4%	2.4%	-0.5%
Cc1nnc2ccc(-c3cccc(NC(=O)c4ccc(Cl)nc4)c3)nn12	7.1%	2.6%	13.1%	.	-0.1%	12.0%	1.0%	-0.6%
Cc1cc(=O)n2[nH]c(-c3ccc(F)cc3)cc2n1	i	0.2%	4.5%	-2.8%	-5.1%	-2.0%	-0.8%	-4.4%
O=C(OCc1cc(Cl)ccc1OC(F)F)c1cncc(Br)c1	-10.6%	-24.5%	6.1%	161.9%[activator]	-3.8%	-3.0%	2.6%	-5.3%
C#CCCCO/N=C1/C[C@@H](O)[C@@H](O)[C@@H]2[C@@H]3C(=O)N(C(C)(C)C)C(=O)[C@H]3CC[C@H]12	i[11.5 µM]	.	.	.	-0.8%[11.2 µM]	.	-0.1%[17.4 µM]	-20.4%[11.2 µM]
Cc1ccc(NC(=S)N2CCN(c3nccc(C(F)(F)F)n3)CC2)c(C)c1	0.3%	1.2%	8.7%	-2.7%	-1.2%	5.3%	8.7%	0.6%
